Assay outcomes: PubChem, Sanford-Burnham Center for Chemical Genomics
SENP6 block: SENP6 protease inhibition. 1.8% of 330,000 active. Q9GZR1. Recombinant SENP6 catalytic domain, aminoluciferin luminescence. AID 2599. inhibition, % at 10 µM;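 active = inhibition above about 50% at the single tested dose, limit read from the data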;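 note: plate controls were DMSO wells with enzyme for no effect and DMSO wells lacking enzyme for full effect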
Target sequence (Q9GZR1 628-1112 limits assumed): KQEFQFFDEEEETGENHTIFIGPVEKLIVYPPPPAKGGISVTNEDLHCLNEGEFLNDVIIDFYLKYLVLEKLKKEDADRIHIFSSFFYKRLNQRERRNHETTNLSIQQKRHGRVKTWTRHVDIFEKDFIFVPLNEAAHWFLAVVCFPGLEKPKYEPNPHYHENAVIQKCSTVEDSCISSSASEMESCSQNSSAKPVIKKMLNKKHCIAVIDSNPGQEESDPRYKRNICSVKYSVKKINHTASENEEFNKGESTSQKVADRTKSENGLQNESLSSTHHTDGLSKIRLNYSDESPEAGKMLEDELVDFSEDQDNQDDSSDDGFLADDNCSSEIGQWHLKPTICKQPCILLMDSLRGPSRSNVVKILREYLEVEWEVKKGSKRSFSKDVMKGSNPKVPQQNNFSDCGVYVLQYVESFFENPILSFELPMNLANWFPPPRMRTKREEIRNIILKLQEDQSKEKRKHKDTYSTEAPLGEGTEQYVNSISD
GRIN3A LBD mod: modulators (binders) of human NR3A ligand-binding domain; AID 1259313; NR3A LBD differential scanning fluorimetry, Tm shift; 0% = protein alone, 100% = glycine-bound protein; 2.5% of 340,000 active; Tm shift relative to glycine control, % at 25 µM;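 active = melting temperature shift of at least 10% of the positive control shift, at one fixed dose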
SENP8 block: SENP8 (human) protease inhibition; Q96LD8; recombinant SENP8, Nedd8 substrate fluorescence; inhibition, % at 20 µM; 0.64% of 360,000 active; AID 602440; in the data active = inhibition mostly above about 40%, no sharp cut-off; inactive = mostly below about 27%
Target sequence (Q96LD8 whole entry, looked up): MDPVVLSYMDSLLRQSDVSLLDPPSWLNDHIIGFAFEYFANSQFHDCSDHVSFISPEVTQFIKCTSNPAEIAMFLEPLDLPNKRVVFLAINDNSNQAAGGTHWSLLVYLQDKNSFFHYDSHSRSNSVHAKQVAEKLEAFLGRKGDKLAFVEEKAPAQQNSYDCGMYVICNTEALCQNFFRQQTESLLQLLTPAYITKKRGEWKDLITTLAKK
SENP7 block: SENP7 protease inhibition; Q9BQF6; recombinant SENP7, Z-RLRGG-aminoluciferin luminescence, 40 min; inhibition, % at 5 µM; 1.5% of 330,000 active; AID 434973;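 active = inhibition above about 50% at the single test dose, limit read from the data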;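 note: plate controls were DMSO with enzyme for no effect and no enzyme buffer wells for full effect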
Target sequence (Q9BQF6 706-1050 limits assumed): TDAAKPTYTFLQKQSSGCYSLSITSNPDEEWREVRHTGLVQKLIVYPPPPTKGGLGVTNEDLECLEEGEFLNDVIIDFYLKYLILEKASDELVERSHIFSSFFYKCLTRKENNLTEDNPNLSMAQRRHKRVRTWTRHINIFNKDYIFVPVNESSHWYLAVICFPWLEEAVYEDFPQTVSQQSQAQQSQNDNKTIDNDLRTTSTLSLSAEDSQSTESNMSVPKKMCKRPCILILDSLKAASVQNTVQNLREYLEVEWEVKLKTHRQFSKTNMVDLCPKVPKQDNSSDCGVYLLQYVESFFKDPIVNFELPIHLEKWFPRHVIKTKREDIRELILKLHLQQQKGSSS
MPTP block: inhibitors of mitochondrial permeability transition pore; isolated mouse mitochondria, Ca2+ swelling absorbance, 30 min; inhibition, % at 10 µM; 1.4% of 360,000 active;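 active = inhibition of 50% or more, scaled per plate between neutral and stimulator controls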;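 note: 0% = DMSO wells given calcium and 100% = 1 mM EGTA wells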
ATG4B inh: inhibitors of human ATG4B cysteine protease. Q9Y4P1. ATG4B cleavage of LC3-PLA2, NBD-HPC fluorescence, 1 h. inhibition, % at 8.33 µM. 0.51% of 340,000 active. AID 504462; in the data active = inhibition above about 40%
HKDC1 inh: HKDC1 (human) hexokinase inhibition | recombinant HKDC1, G6PDH/diaphorase resazurin coupled fluorescence | inhibition, % at 20 µM | 0.16% of 340,000 active;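 active = inhibition above about 35% when tested at 20 µM, limit read from the data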;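 note: plate controls were DMSO wells with enzyme for no effect and DMSO wells lacking enzyme for full effect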
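Test system: Recombinant HKDC1 (HK5) hexokinase enzyme, produced in-house | Input: HKDC1 at 5 µg/mL | Buffer or medium: Tris pH 8.0 buffer with MgCl2, Tween-20, BSA, BME | Schedule: 90 min reaction incubation at room temperature, dark | Technique: Resazurin-to-resorufin fluorescence via G6PDH and diaphorase coupling, 525/613 nm | Controls: DMSO wells with and without enzyme mix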
PfG6PD inh: PfG6PD (Plasmodium falciparum) enzyme inhibition; PfGluPho enzyme, NADPH resazurin-diaphorase fluorescence; inhibition, % at 20 µM; 0.78% of 350,000 active; AID 504690;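 active = inhibition reaching at least a set limit at 20 µM in the primary screen, cut at about 59% in these data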;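 note: 0% = DMSO wells with substrate and 100% = DMSO wells lacking glucose-6-phosphate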
* = called active by the depositor; i = inactive; . = not tested or not shown.

SMILES	SENP6 block	GRIN3A LBD mod	SENP8 block	SENP7 block	MPTP block	ATG4B inh	HKDC1 inh	PfG6PD inh
Cc1ccc(S(=O)(=O)N/N=c2\sc3ccccc3n2C)cc1	-18.2	0.2	13.8	-8.3	3.5	-12.8	-7.9	-5.2
Cn1c(N)c(Sc2ccc([N+](=O)[O-])cc2)c(=O)n(C)c1=O	9.5	-0.5	19.2	5.3	-2.1	1.7	-4.0	8.8
COc1cc(NC(=O)CSc2ccccc2)c(C(=O)O)cc1OC	15.9	-5.6	20.8	5.6	-1.4	1.2	-0.6	-3.0
Cc1ccc(NC(=O)c2ccc(-n3cccn3)nc2)cc1	-17.5	-13.2	11.8	1.6	-0.1	-9.8	-7.1	11.1
Cc1[nH]c2ccccc2c(=O)c1CN(C)Cc1ccccc1	-11.4	0.4	23.3	1.1	3.2	1.1	-7.6	2.8
Cn1cnc([N+](=O)[O-])c1Sc1ccc(Br)cc1	-6.2	0.4	5.5	-9.7	-0.9	3.4	-58.2	-6.6
O=C(NCC(O)c1ccc2ccccc2c1)c1c(F)cccc1F (centres undefined)	1.4	0.9	20.7	-5.4	-0.4	-0.3	-6.5	4.9
CCn1c(CC(=O)Nc2ccc(Cl)c(Cl)c2)nnc1SCc1ccc(Cl)cc1	-23.9	0.1	17.4	-4.5	-1.7	4.8	-3.9	-8.3
O=C(OCCCc1cc2ccccc2c(=O)o1)c1ccc2c(c1)OCO2	5.9	4.0	-6.4	7.7	0.6	13.3	-0.8	-6.8
CCCCNCCS(=O)(=O)NCc1ccccc1	.	-1.1	61.4*	.	-1.2	.	-0.9	6.6
O=C(c1ccc(S(=O)(=O)NCc2ccco2)cc1)N1CCCC1	9.6	-1.5	16.3	-3.3	-1.8	10.4	-4.9	-10.2
O=C(CCC(=O)N1CCOc2ccc(Cl)cc21)NCc1ccccc1	-12.5	-2.9	23.2	1.5	-1.8	-8.5	3.6	-1.3
COc1c(Cl)cnn(-c2cccc(C)c2)c1=O	-0.9	0.2	9.7	-2.6	-0.5	2.1	-7.4	-5.1
CC1CCC(C(C)C)C(OCC(O)CNC(C)(C)C)C1 (centres undefined)	-13.3	-0.9	-3.9	1.9	0.8	-7.8	-8.3	6.8
Cc1nc2ccccc2c(=O)n1/N=C/c1ccc(OC(F)F)cc1	-17.8	-0.7	26.0	0.1	0.5	5.3	-4.1	5.1

Reformatted with each value named: part of the list above
O=C(NCC(O)c1ccc2ccccc2c1)c1c(F)cccc1F (centres undefined)
- SENP6 block = 1.4
- GRIN3A LBD mod = 0.9
- SENP8 block = 20.7
- SENP7 block = -5.4
- MPTP block = -0.4
- ATG4B inh = -0.3
- HKDC1 inh = -6.5
- PfG6PD inh = 4.9
Cn1cnc([N+](=O)[O-])c1Sc1ccc(Br)cc1
- SENP6 block = -6.2
- GRIN3A LBD mod = 0.4
- SENP8 block = 5.5
- SENP7 block = -9.7
- MPTP block = -0.9
- ATG4B inh = 3.4
- HKDC1 inh = -58.2
- PfG6PD inh = -6.6
Cc1[nH]c2ccccc2c(=O)c1CN(C)Cc1ccccc1
- SENP6 block = -11.4
- GRIN3A LBD mod = 0.4
- SENP8 block = 23.3
- SENP7 block = 1.1
- MPTP block = 3.2
- ATG4B inh = 1.1
- HKDC1 inh = -7.6
- PfG6PD inh = 2.8
O=C(OCCCc1cc2ccccc2c(=O)o1)c1ccc2c(c1)OCO2
- SENP6 block = 5.9
- GRIN3A LBD mod = 4.0
- SENP8 block = -6.4
- SENP7 block = 7.7
- MPTP block = 0.6
- ATG4B inh = 13.3
- HKDC1 inh = -0.8
- PfG6PD inh = -6.8

(more compounds)
SMILES	SENP6 block	GRIN3A LBD mod	SENP8 block	SENP7 block	MPTP block	ATG4B inh	HKDC1 inh	PfG6PD inh
CCC1=C(OC(=O)N(CC)CC)N2C(=O)OC(=NCC3CC3)[C@]2(Cc2ccccc2)[C@H]2C1=CC[C@H]1C(=O)N(C)C(=O)[C@H]12	-17.2	0.0	-3.5	0.0	-0.3	-5.8	-1.8	7.3
CN1CCN(NC(=O)c2cc(S(=O)(=O)N3CCOCC3)c(Cl)cc2Cl)CC1	-0.2	1.0	4.3	1.2	0.7	30.6	-7.0	-5.9
COC(=O)c1ccc(CSc2nnc(SCc3ccc(C(=O)OC)o3)s2)o1	-36.3	-27.6	1.1	-4.7	0.4	11.3	0.9	14.4
C=C(C(=O)O)C(CCCCCC)C(=O)O (centres undefined)	-6.5	-0.5	4.9	-1.7	-0.7	-6.3	-0.7	-5.4
CC(=O)c1c(N2CCCCC2)nc(=S)n(Cc2ccccc2)c1C	2.9	-4.6	2.3	-1.8	1.2	1.1	-4.5	-5.3
Cc1cc(C2C(C#N)=C(N)SC(N)=C2C#N)c(C)s1	2.1	-4.4	-134.9	-2.6	9.1	6.3	0.9	38.5
Cc1ccc(NC(=O)CN2C(=O)S/C(=C/c3ccc(O)c([N+](=O)[O-])c3)C2=O)cc1C	-27.4	6.5	33.8	2.3	1.0	29.2	15.6	-6.1
Cc1cccc(-c2cccc(NC(=O)C3CCCN(C(=O)c4cccnc4)C3)c2)c1 (centres undefined)	-1.7	2.4	3.5	15.3	-0.3	-8.2	-1.6	11.0
COCCNC(=S)N(Cc1cccnc1)Cc1ccc(OC)c(OC)c1	-10.6	0.2	-13.2	-1.3	-1.3	-1.1	-7.0	-16.1
COc1cccc(N2CCN(c3ccc4nnc(CCC(=O)N5CCC(C)CC5)n4n3)CC2)c1	-5.7	-2.6	11.6	5.3	-2.5	-5.5	-6.3	4.0
CCN1CCN(CC(=O)N2N=CCC2c2ccccc2)CC1 (centres undefined)	-16.8	0.2	15.2	5.2	3.9	-3.4	-0.1	0.5
CCOc1ccc(NC(=O)Cn2c(=O)oc3cc(Cl)ccc32)cc1	-2.1	6.8	-9.2	1.9	0.6	-2.9	-5.6	-4.3
CCOC(=O)c1cnc2ccc(C)cc2c1N(C)Cc1ccccc1	-7.7	1.5	3.5	8.1	-0.3	-10.2	10.1	1.4
C=C(C)CCC(C)N1CCC(n2nccc2NC(=O)CCOc2ccccc2)CC1 (centres undefined)	-8.7	0.2	8.5	4.7	0.1	0.8	0.0	0.6
CC1(CCC(=O)O)C(=O)CCC2C1CCC1(C)C2CCC1(C)O (centres undefined)	.	-2.4	8.1	.	-0.5	-0.2	-2.0	-8.7
CN(C)CCCN1C(=O)C(O)=C(C(=O)c2cc3ccccc3o2)C1c1ccccn1 (centres undefined)	.	-1.6	-44.9	.	1.6	3.7	-5.7	-23.7
CC(=O)Nc1ccc(NC(=O)C(C)OC(=O)CNC(=O)c2sc3ccccc3c2Cl)cc1 (centres undefined)	-4.3	-7.0	18.1	-3.5	-0.8	2.6	-4.5	-11.1
CC(C)(C)CC(=O)Nc1nnc(-c2cccs2)s1	1.7	-2.7	i	2.8	0.5	-3.1	-0.8	0.5
O=S(=O)(Nc1ccc(-c2cn3cccnc3n2)cc1)c1ccccc1	-13.8	-5.8	-389.2	3.1	-1.6	-1.0	1.1	-2.5
COC(=O)c1ccccc1NC(=O)C1CCN(c2ncnc3c2nc2n3CCCCC2)CC1	-11.1	-3.0	-3.7	7.1	-0.3	22.4	4.3	-5.7
Cc1cc2n(c(=O)c1C#N)CCCN2c1cccc(Cl)c1	-19.9	1.2	-299.5	-3.1	3.3	19.2	13.8	19.8
CC(=O)C1=C(O)C(=O)N(c2ccc(S(N)(=O)=O)cc2)C1c1ccccc1F (centres undefined)	-14.9	-2.5	-122.1	-2.7	3.5	-4.0	7.2	-14.3
Cn1c(NC(=O)c2ccco2)c(-c2ccccc2Cl)c(=O)c2ccccc21	9.7	-2.1	0.0	4.1	1.4	-2.0	1.9	-10.7
CCC(=O)Nc1nc2ccccc2n1Cc1ccc(Cl)cc1	3.7	-3.5	-4.1	-1.4	-1.6	-0.5	-19.7	-12.5
Cc1cccc(OCCOCCN2CCNCC2)c1C	1.6	-1.3	24.5	2.6	0.5	-6.9	3.8	0.2
COc1ccc(CCN(C)C(=O)Cn2c(=O)oc3ccccc32)cc1OC	-16.6	2.6	12.7	-9.6	-0.2	0.1	-6.2	-18.0
COc1ccc(OCCOC(=O)CNC(=O)c2ccc(C)cc2)cc1	-0.2	1.0	8.1	-10.7	-0.1	-3.4	-4.2	-10.3
CC1(CCBr)C(=O)N(c2ccccc2)c2ccccc21 (centres undefined)	-1.6	-0.9	17.6	10.7	-0.3	3.5	-0.7	9.6
Nc1ccc(Nc2ccccc2N)cc1	11.5	-4.5	-281.9	3.5	1.1	13.3	19.4	50.6
O=C(COc1ccccc1)Nc1c2c(nn1-c1ccccc1)CS(=O)C2 (centres undefined)	-6.6	1.8	5.3	-1.5	-0.4	4.9	-2.6	3.4
CCCCNC(=O)Nc1ncn[nH]1	12.9	1.1	17.1	3.7	-0.8	-3.7	-10.4	-1.3
COc1ccc(NS(=O)(=O)c2ccc3c(c2)NC(=O)CCS3)cc1Cl	5.0	5.1	14.2	-5.7	0.1	6.2	6.2	-32.5
CCCSc1ncccc1C(=O)O	-7.1	0.9	9.2	-4.6	3.3	-2.0	3.8	-14.3
Cc1cccnc1NC(=O)c1cc2c(=O)oc3ccccc3c2s1	-15.9	-7.1	-51.7	-9.8	-16.8	6.9	-2.1	-10.5
Cc1ccc(-n2c(-c3ccccc3)cc(=O)nc2C)cc1	-12.9	-1.0	8.4	-4.4	1.4	-0.3	-7.3	0.5
O=C1N/C(=N\c2ccccn2)SC1Cc1ccc(Cl)cc1 (centres undefined)	-14.8	-2.9	2.8	-10.7	0.9	6.1	-7.5	-34.7
C=C(C)C(=O)Nc1cccc(C2=NOC3(C2)C[C@H](C(N)=O)N(C(=O)c2ccccc2)C3)c1 (some centres undefined)	-19.7	-1.2	4.3	-6.2	2.1	0.1	0.4	-1.7
COc1ccc(CN(C(=O)c2nsc(Cl)c2Cl)C(C(=O)NC2CCCCC2)c2ccc(OC)cc2)cc1 (centres undefined)	-18.6	-0.1	11.6	0.4	-0.1	-9.2	-7.0	14.3
CCCc1ncc(C(O)c2ccc(OC)cc2)n1C (centres undefined)	12.3	0.3	3.2	3.1	0.6	-9.3	-9.7	1.8
CCn1c(SCC(=O)N2CCCCCC2)nc2c([nH]c3ccccc32)c1=O	2.4	1.6	-26.3	-4.0	0.2	0.6	-4.7	-11.5
O=C(CNc1ccccc1C(=O)O)c1ccccc1	21.4	1.2	-154.5	-13.7	1.6	4.5	-4.6	-11.8
O=C(COc1ccc(S(=O)(=O)NCc2ccccc2)cc1)N1CCOCC1	-13.5	0.8	10.2	1.2	-1.0	0.8	-5.5	-19.9
CCNc1ccc(C(=O)OCC)cc1NC(=O)c1cc(S(=O)(=O)N2CCOCC2)ccc1C	-36.0	2.1	4.6	-6.1	0.4	-11.6	-3.0	-15.1
O=C(Nc1ccccc1N1CCOCC1)C1=NN(c2c(F)c(F)cc(F)c2F)C(=O)CC1	6.9	0.3	10.7	0.1	0.9	-24.6	-2.0	-1.9
COC(=O)c1sc(NC(=O)c2ccoc2C)nc1C	.	-0.8	17.5	.	0.8	-9.9	-0.2	14.0
CC(OC(=O)CCCN=C1NS(=O)(=O)c2ccccc21)C(=O)N(C)c1ccccc1 (centres undefined)	-24.9	0.8	3.6	-11.2	-0.2	-9.0	-4.4	-17.6
COc1ccccc1CN1CCCCC1C(=O)O (centres undefined)	-2.9	-2.3	-0.8	2.7	0.4	14.5	8.3	-3.3
O=C(CN1C(=O)NC2(CCCC2)C1=O)NCCc1ccc(Cl)cc1Cl	20.6	1.0	11.9	3.5	1.7	-6.3	-4.2	-0.9
Cc1ccc(O)c(C(=O)c2cnc3c(c2)c(C)nn3-c2ccccc2)c1	-6.3	0.0	4.7	0.4	2.1	-4.9	-8.9	2.2

Rows were taken by chance; overall some 6.9% were active at least once.
